# APEX1 inh: APE1 (human) endonuclease inhibition; P27695; recombinant APE1, TAMRA/BHQ-2 abasic DNA cleavage fluorescence; Potency, µM (highest dose often 65.8 µM), for inactives: top-dose activity change, negative = inhibition, most hits filed as inhibitors; actives 0.35% (n = 350,000); AID 2517;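 also: potency is read from the fitted curve at half-maximal effect; plate controls were vehicle for no effect and reference inhibitor for full effect; nearly all actives have a fitted effect of over 55% in size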
#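 Incision of a quenched TAMRA/BHQ-2 THF abasic-site duplex (50 nM) by 0.75 nM APE1, after 15 min compound preincubation, measured as fluorescence increase over three 60 s reads. Values normalized to buffer, DMSO and NSC13755 control wells.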
# RGS4 inhibitor: human RGS4 inhibition; Transcreener GDP fluorescence polarization, RGS4-accelerated GTP hydrolysis; P49798; AID 504845; Potency, µM (top dose mostly 114 µM), for inactives: top-dose activity change, negative = inhibition, hits mostly inhibitors; actives 0.039% (n = 390,000); also: potency is read from the fitted curve at half-maximal effect; % is scaled to controls: 0 for no effect and ±100 for the full control effect; nearly all actives have a fitted effect of over 75% in size; some results filed as inactive show a strong effect at the top dose
# Target sequence (P49798 whole entry, looked up): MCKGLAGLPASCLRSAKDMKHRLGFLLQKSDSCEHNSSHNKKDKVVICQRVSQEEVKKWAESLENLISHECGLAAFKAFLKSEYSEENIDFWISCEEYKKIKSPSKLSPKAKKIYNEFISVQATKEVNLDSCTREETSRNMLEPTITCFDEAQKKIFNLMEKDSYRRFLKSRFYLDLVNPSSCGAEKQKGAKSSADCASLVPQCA
#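 MLSMR compounds (23 nl, pin-transferred) preincubated 10 min at room temperature with a 500nM (2x) first reagent, then RGS4 at 900nM (2x) plus Transcreener GDP mix added; fluorescence polarization (620/688 nm) read before and after 90 min at 30 °C.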
# POLH inh: blocks human DNA polymerase eta activity | Q9Y253 | recombinant Pol eta, fluorescent DNA replication assay | Potency, µM (titrated, usually from 114 µM), without a hit: top-dose activity change, negative = inhibition, most hits filed as inhibitors | actives 1.2% (n = 390,000) | AID 588591; also: potency is read from the fitted curve at half-maximal effect; % is scaled to controls: 0 for no effect and ±100 for the full control effect
#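 Pol eta at 10 nM preincubated with compounds 15 min at room temperature; reaction started with fluorescent substrate (50 nM final) and read kinetically at 0 and 10 min.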
# ALOX12 inh: inhibitors of human 12S-lipoxygenase ALOX12 | P18054 | purified 12hLO, xylenol orange hydroperoxide absorbance | Potency, µM (doses to about 108 µM), without a hit: at the top dose activity change, negative = inhibition, hits mostly inhibitors | actives 1.1% (n = 580,000) | AID 1671190; also: potency is read from the fitted curve at half-maximal effect; % is scaled to controls: 0 for no effect and ±100 for the full control effect
# Target sequence (P18054 whole entry, looked up): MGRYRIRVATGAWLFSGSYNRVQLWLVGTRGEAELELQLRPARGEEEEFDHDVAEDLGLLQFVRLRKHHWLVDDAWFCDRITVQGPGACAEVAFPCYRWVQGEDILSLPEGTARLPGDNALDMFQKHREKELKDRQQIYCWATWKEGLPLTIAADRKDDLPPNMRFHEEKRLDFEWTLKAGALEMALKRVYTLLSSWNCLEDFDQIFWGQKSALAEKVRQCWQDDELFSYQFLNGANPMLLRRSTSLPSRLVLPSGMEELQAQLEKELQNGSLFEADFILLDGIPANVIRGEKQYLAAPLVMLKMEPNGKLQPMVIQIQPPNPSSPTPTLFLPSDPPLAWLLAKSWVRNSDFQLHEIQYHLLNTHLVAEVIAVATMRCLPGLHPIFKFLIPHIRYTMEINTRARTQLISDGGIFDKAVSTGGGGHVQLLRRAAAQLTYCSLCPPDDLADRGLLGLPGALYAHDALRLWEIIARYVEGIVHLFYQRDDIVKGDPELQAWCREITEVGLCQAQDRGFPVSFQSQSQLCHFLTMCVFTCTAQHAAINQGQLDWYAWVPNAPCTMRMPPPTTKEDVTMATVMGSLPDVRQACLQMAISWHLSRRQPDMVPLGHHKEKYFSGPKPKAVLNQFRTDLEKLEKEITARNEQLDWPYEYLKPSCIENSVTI
#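 Hydroperoxide product was detected by ferrous iron/xylenol orange as the 573 to 405 nm absorbance ratio. Arachidonic acid at 40 uM (final) was turned over for 30 min at room temperature by 150 nM human 12hLO, pH 7.0 Hepes buffer, after 15 min compound preincubation.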
# ERG-DNA inh: blocks human ERG Ets domain binding to DNA | P11308 | fluorescence polarization, His-ERG Ets domain / labelled DNA | Potency, µM (top dose mostly 76.9 µM), without a hit: top-dose FP activity, negative = inhibition, most hits filed as inhibitors | actives 0.028% (n = 370,000) | AID 624246; active = well fitted inhibition curve with a large enough effect in the polarisation, with a control signal flat; inconclusive = small, poorly fitted or top-dose-only effect, or effect the other way, or a change in a side signal; inactive = no such curve, though single readings can be large or run the other way; the % refers to the polarisation;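 also: polarization taken with two DNA probes labelled with fluorescein and Texas red; potency is read from the fitted curve at half-maximal effect; % of control where 0% means no effect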
#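 His-tagged ERG Ets domain (1 uM in the protein solution; 300mM KCl, 50mM Tris-HCl, 1mM EDTA, 1mM DTT, pH 7.5) received compound, then a probe mix of 5 nM fluorescein-DNA and 100nM Texas-615-DNA. Fluorescence polarization was read for both dyes.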
# POLK inh: DNA polymerase kappa (human) inhibition | Q9UBT6 | purified Pol kappa, fluorescent DNA synthesis assay, 10 min | Potency, µM (top dose mostly 107 µM), without a hit: at the top dose activity, negative = inhibition, hits mostly inhibitors | actives 0.53% (n = 400,000) | AID 588579; also: potency is read from the fitted curve at half-maximal effect; % is scaled to controls: 0 for no effect and ±100 for the full control effect
#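 Activity was followed as the change in fluorescence between reads at 0 and 10 min after starting the reaction with 50 nM substrate. Beforehand, 10 nM polymerase had been preincubated with compound for 15 min at room temperature.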
# Pol beta inh: blocks human DNA polymerase beta activity; P06746; Pol beta primer extension/strand displacement, fluorescence kinetic; Potency, µM (doses to about 114 µM), for the others: at the top dose activity change, negative = inhibition, hits mostly inhibitors; actives 1.3% (n = 340,000); AID 485314; also: potency is read from the fitted curve at half-maximal effect; % is scaled to controls: 0 for no effect and ±100 for the full control effect
#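 Pol beta (10 nM) was preincubated with compound for 15 min at room temperature. The reaction was then started with 50 nM substrate and read immediately and after a further 10 min at room temperature.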
# LDHA inh: inhibitors of human lactate dehydrogenase A | P00338 | purified LDHA, NADH/diaphorase-resazurin fluorescence; stronger effect = lower value | activity change, % (values are at about 110 or 230 µM) | actives 0.15% (n = 480,000); in the data active = activity change below about -30%; inconclusive = mostly about -25% to -30%;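 also: plate controls were DMSO wells for no effect and wells without enzyme for full effect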
#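 Human LDH5 (2 nM) was incubated with 0.06 mM NADH and 0.2 mM pyruvate for 5 min at room temperature in Tris pH 7.4. Remaining NADH was coupled through diaphorase/resazurin, and resorufin fluorescence was read at 0 and 20 min.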
# Anesthetic bind: binds horse apoferritin like a general anesthetic | P02791 | apoferritin/1-aminoanthracene competitive binding, fluorescence | Potency, µM (top dose mostly 77.5 µM), for inactives: at the top dose activity change, negative = displacement, hits mostly inhibitors | actives 0.074% (n = 350,000); also: potency is read from the fitted curve at half-maximal effect; % is scaled to controls: 0 for no effect and ±100 for the full control effect; nearly all actives have a fitted effect of over 20% in size
# Target sequence (P02791 2-175 limits assumed): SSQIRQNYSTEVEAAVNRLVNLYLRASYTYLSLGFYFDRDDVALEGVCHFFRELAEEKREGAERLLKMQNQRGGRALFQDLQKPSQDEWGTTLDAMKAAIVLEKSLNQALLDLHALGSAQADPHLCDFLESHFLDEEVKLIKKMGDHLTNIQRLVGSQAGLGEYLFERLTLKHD
#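 Probe: 1-aminoanthracene (50% saturated, PBS). Protein: horse-spleen apoferritin, 10 uM. Incubation: 10 min, room temperature. Detection: 380 nm excitation, 535 nm emission. Analysis: normalized response, four-parameter Hill.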
# * marks the source's active call; other numbers are inactive results; i = inactive; ? = inconclusive; · = not tested or not shown; & = joins results of further samples; [ ] = another dose, or the depositor's remark. Unless noted, calls follow the shape of the dose curve; as a rule, active = well fitted curve in the direction sought with a large enough effect; inconclusive = small, poorly fitted or top-dose-only effect, or another doubt; inactive = no such curve, though single readings can be large; an effect the other way counts as inactive or inconclusive. An excerpt (hit frequency here may not be typical).
SMILES,APEX1 inh,RGS4 inhibitor,POLH inh,ALOX12 inh,ERG-DNA inh,POLK inh,Pol beta inh,LDHA inh,Anesthetic bind
Cc1cc(=O)oc2cc(NC(=O)C(C)Oc3ccc(F)cc3)ccc12 (centres undefined),-7%,15%,?,-28%,3%,-5%,·,-1,·
Cc1nc2cccnc2n1C1CCN(S(=O)(=O)c2ccc(Cl)cc2)CC1,·,2%,-13%,-28%,-2%,-20%,1%,-9,-12%
COc1ccc(CN2CCc3ccccc3C2)c(OC)c1,-3%,-22%,-9%,?,3%,-3%,0%,-14,-8%
COCCN(C(=O)CSc1nc2ccccc2s1)c1c(N)n(Cc2ccccc2)c(=O)[nH]c1=O,·,-24%,?,79%[activator],28%,-13%,·,-5,·
CCn1c(SCC(=O)Nc2ccc(S(N)(=O)=O)cc2)nnc1-c1cccc(OC)c1,2%,?,-12%,0%,3%,-28%,14%,-1,-21%
Cc1c(C(=O)NCCN2CCOC2=O)oc2c(F)cccc12,10%,25%,-2%,-6%,-11%,-4%,15%,-4,-2%
COC(=O)CSc1ncccc1-c1nc2ccccc2[nH]1,-8%,10%,-4%,9%,7%,-3%,-11%,-5,-5%
Cc1cccc(Cn2nc(C)c(NC(=O)c3ccc(F)cc3)c2C)c1,-1%,37%,-8%,0%,-1%,0%,8%,-1,-9%
S=C(NCc1ccc(Cl)c(Cl)c1)NCc1ccco1,3%,-21%,-19%,?,-15%,-8%,9%,-1,-15%
COc1ccc(-c2nc(C)sc2C)cc1,-2%,6%,-4%,?,8%,-7%,18%,-11,5%
CCOC(=O)c1ccc(N2C(=O)CC(N3CCC(O)(c4ccc(Br)cc4)CC3)C2=O)cc1 (centres undefined),-1%,-5%,-14%,2%,-1%,0%,12%,0,-1%
COC(=O)c1cc(Nc2nc3ccccc3nc2NS(=O)(=O)c2ccc(C)cc2)ccc1Cl,·,-3%,?,?,2%,-17%,2%,3,36%[activator]
Cn1c(=O)c2c(ncn2CC(=O)OCC(=O)NCc2ccccc2Cl)n(C)c1=O,-6%,22%,-6%,0%,7%,-12%,13%,-8,-4%
COc1cccc(-c2nnc(-c3ccc4ccccc4c3)o2)c1,·,-5%,-10%,5%,5%,-6%,·,-1,·
Nc1cccc(NP(=O)(c2ccccc2)c2ccccc2)c1,21%,18%,-5%,0%,16%,-1%,-2%,-5,-9%
Cc1ccc(-n2nc(C)cc2NC(=O)CC#N)cc1,13%,3%,6%,-7%,-2%,5%,19%,0,-1%
CCOC(=O)c1c(CSc2ccccc2)n(C)c2cc(Br)c(OCC(O)CNC(CO)(CO)CO)cc12 (centres undefined),?,-26%,?,-15%,12%,-25%,?,1,5%
CC/C(=N/Nc1ccccc1)c1cnnc(-c2ccccc2)n1,5%,-18%,?,?,4%,-16%,11%,-3,-7%
CCOC(=O)CNC1CC(=O)N(c2ccc(Br)cc2)C1=O (centres undefined),24%,7%,-3%,-15%,-12%,1%,-16%,-3,-4%
CCCc1nnc(NC(=O)CCC(=O)N2CCN(Cc3cc(F)ccc3OC)CC2)s1,11%,13%,-20%,6%,-1%,-4%,16%,-4,4%
Nc1c(-c2cccc(Cl)c2)cnn1-c1ccccc1,-13%,-1%[56.9 µM],-12%,·,-2%,-13%,6%,-5,-9%
O=C(NCCOc1ccccc1)C1CCCN1C(=O)c1cccs1 (centres undefined),1%,-14%,-20%,13%,0%,-1%,30%,-7,-10%
Cc1cc([C@](C)(N)C(=O)O)ccc1P(=O)(O)O,0%,i,·,?,·,-4%[19.4 µM],·,·,·
COc1cccc(/C=C/C(=O)Oc2ccc(C(=O)c3ccc(F)cc3)cc2)c1,-8%,17%,-7%,-15%,3%,-3%,10%,-3,0%
Clc1ccc(Oc2nc(Oc3ccc(Cl)cc3)nc(N3CCOCC3)n2)cc1,-6%,15%,-5%,1%,0%,-23%,1%,-3,5%
COC(=O)c1ccc(NC(=O)c2ccc(F)cc2)o1,2%,-19%,-11%,0%,1%,-10%,-16%,-2,-10%
CCOc1ccc2[nH]c(=O)c(CN(Cc3ccc(F)cc3)C(=O)c3ccco3)cc2c1,-2%,-11%,-17%,?,11%,0%,1%,3,-8%
O=[N+]([O-])c1cccnc1Oc1cccnc1,2%,-2%,1%,?,4%,-8%,42%,0,1%
COC(=O)C1=C(CS(=O)(=O)c2ccccc2)NC(=O)NC1c1ccc(OC)c(OC)c1 (centres undefined),-17%,26%,2%,3%,4%,-18%,1%,-12,-5%
CCc1ccccc1N(C)C(=O)c1nn(C)c2c1CSc1ccccc1-2,·,16%,-11%,?,1%,4%,25%,-4,-1%
Cc1cc(-c2c(C)[nH]n(-c3ccc(Cl)cc3)c2=O)n(-c2ccccc2)n1,-9%,29%,4%,0%,-3%,0%,2%,-8,-10%
CC(C)C(=O)N1CCN(c2ccccc2NC(=O)c2ccc(Br)o2)CC1,19%,-7%,-22%,-24%,9%,-3%,·,-5,·
O=S(=O)(NCCNS(=O)(=O)c1c(F)cccc1F)c1ccc2c(c1)OCCO2,20%,12%,-12%,-19%,·,-1%,·,0&-2,·
COc1cc2ccccc2cc1C(=O)Nc1ccc(N2CCN(C(=O)C(C)C)CC2)cc1,-22%,-6%,-19%,2%,-6%,2%,2%,-1,-4%
O=C(CN(c1cccc(Cl)c1)S(=O)(=O)c1ccc(Cl)cc1)NCc1ccccn1,-16%,-31%,-12%,?,-5%,-21%,3%,-2,-12%
COc1cccc(-c2cc(C(=O)NCC3CCCO3)c3ccccc3n2)c1 (centres undefined),-3%,-8%,-17%,-14%,0%,-10%,32%,-2,-5%

# A stretch taken from the entries so far, as a working copy:
SMILES,APEX1 inh,RGS4 inhibitor,POLH inh,ALOX12 inh,ERG-DNA inh,POLK inh,Pol beta inh,LDHA inh,Anesthetic bind
Cc1cc([C@](C)(N)C(=O)O)ccc1P(=O)(O)O,0%,i,·,?,·,-4%[19.4 µM],·,·,·
COc1cccc(/C=C/C(=O)Oc2ccc(C(=O)c3ccc(F)cc3)cc2)c1,-8%,17%,-7%,-15%,3%,-3%,10%,-3,0%
Clc1ccc(Oc2nc(Oc3ccc(Cl)cc3)nc(N3CCOCC3)n2)cc1,-6%,15%,-5%,1%,0%,-23%,1%,-3,5%
COC(=O)c1ccc(NC(=O)c2ccc(F)cc2)o1,2%,-19%,-11%,0%,1%,-10%,-16%,-2,-10%
CCOc1ccc2[nH]c(=O)c(CN(Cc3ccc(F)cc3)C(=O)c3ccco3)cc2c1,-2%,-11%,-17%,?,11%,0%,1%,3,-8%
O=[N+]([O-])c1cccnc1Oc1cccnc1,2%,-2%,1%,?,4%,-8%,42%,0,1%
COC(=O)C1=C(CS(=O)(=O)c2ccccc2)NC(=O)NC1c1ccc(OC)c(OC)c1 (centres undefined),-17%,26%,2%,3%,4%,-18%,1%,-12,-5%
CCc1ccccc1N(C)C(=O)c1nn(C)c2c1CSc1ccccc1-2,·,16%,-11%,?,1%,4%,25%,-4,-1%
Cc1cc(-c2c(C)[nH]n(-c3ccc(Cl)cc3)c2=O)n(-c2ccccc2)n1,-9%,29%,4%,0%,-3%,0%,2%,-8,-10%
CC(C)C(=O)N1CCN(c2ccccc2NC(=O)c2ccc(Br)o2)CC1,19%,-7%,-22%,-24%,9%,-3%,·,-5,·
O=S(=O)(NCCNS(=O)(=O)c1c(F)cccc1F)c1ccc2c(c1)OCCO2,20%,12%,-12%,-19%,·,-1%,·,0&-2,·

# Next section
SMILES,APEX1 inh,RGS4 inhibitor,POLH inh,ALOX12 inh,ERG-DNA inh,POLK inh,Pol beta inh,LDHA inh,Anesthetic bind
COc1ccc(CCNC(=O)c2ccc(N3CCCC3=O)cc2)cc1,2%,-13%,-8%,0%,-3%,-12%,14%,-6,-15%
c1ccc2c(c1)nc1n2CCN1,-2%,16%,-2%,112%[activator],7%,-5%,-14%,-9,0%
Cc1cc(=O)oc2cc(OCC(=O)OCC(=O)NC(C)C)ccc12,4%,-31%,-17%,-8%,3%,3%,6%,0,-1%
CCC1(C)CN=C(c2ccccc2)NC1 (centres undefined),·,?,-25%,-27%,10%,-4%,·,-2,·
CC(=O)C1=C(O)C(=O)N(c2ccccn2)C1c1cccc(F)c1 (centres undefined),-6%,10%,9%,?,-1%,12%,-3%,-6,-4%
O=c1[nH]ncc(NCCCO)c1Cl,2%,17%,8%,0%,10%,-11%,-2%,-5,-2%
O=C(CCn1nnc2ccccc21)Nc1nnc(COc2ccccc2F)s1,0%,-12%,-7%,-18%,0%,-8%,-9%,-11,-9%
COc1ccc(CCNC(=O)c2cc3c(C)nccc3[nH]c2=O)cc1OC,-6%,-6%,-18%,-16%,-1%,7%,-19%,1,0%
CC(C)(C)c1ccc(OCC(=O)N(Cc2ccco2)Cc2ccccc2F)cc1,·,4%,6%,0%,-2%,-7%,43%,5,119%[activator]
Cc1ccc(Nc2cc(C)nc(N3CCOCC3)n2)cc1,7%,-2%[11.4 µM],-16%,0%,-12%,-16%,24%,-8,-10%
